Bioassay records (PubChem)
KCNK3 block – human KCNK3 channel inhibition, primary screen | CHO-KCNK3 thallium flux, FluxOR fluorescence; hits give low values | B-score at 10 µM | actives 0.84% (n = 340,000) | AID 602410;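 active = B-score under library mean minus 4 SD, starting fluorescence ratio at most library mean plus 5 SD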;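 also: more negative B-score means stronger inhibition of thallium flux through KCNK3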
MrgX1 agonist – human MrgX1 receptor agonism, primary screen; MrgX1-HEK293 cells, Fluo-4 calcium fluorescence, agonist mode; hits give high values; actives 0.44% (n = 310,000); B-score at 10 µM; AID 588627;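 active = calcium response B-score plate-corrected fluorescence ratio at least 3 library SD, with starting fluorescence B-score inside 5 SD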
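Material: MrgX1-expressing HEK293 cells / Dosing: compound as first of three additions / Incubation: overnight seeding, then 1 h dark dye loading / Signal: Fluo-4 NW calcium fluorescence / Evaluation: B-scored fluorescence response ratio / Benchmarks: positive and negative control wells on each plate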
MrgX1 allo act – human MrgX1 positive allosteric modulation, primary screen. Q96LB2. MrgX1-HEK293, Fluo-4 calcium flux, FDSS; hits give high values. B-score at 10 µM. actives 0.63% (n = 310,000). AID 588675;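 active = plate-corrected calcium response at least 3 library SD above typical, normal starting fluorescence, not activating the receptor alone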;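 also: compound read alongside a low EC10 to EC30 dose of BAM8-22 agonist; peak minus trough fluorescence over baseline measured at the second addition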
KCNQ1 pot – human KCNQ1 channel potentiation or activation | P51787 | CHO-K1 KCNQ1, thallium flux FluxOR fluorescence; hits give high values | B-score at 10 µM | actives 0.35% (n = 310,000) | AID 2648;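 active = fluorescence ratio B-score, a plate-corrected score, at least three library SD, with initial intensity B-score within 5 SD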
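System: CHO-K1 cells stably expressing KCNQ1 / Medium: assay buffer for compound exposure, DMSO matched across wells / Reagent: thallium- and potassium-containing depolarizing buffer / Compound: one concentration, matched DMSO / Incubation: 20 min compound pretreatment at room temperature / Measured by: kinetic FluxOR fluorescence, 10 s baseline plus 110 s post-stimulus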
TMEM16A inh – mouse TMEM16A channel inhibition, primary screen; Q8BHY3; HEK293 TMEM16A/YFP iodide influx fluorescence, ionomycin; normalized B-score (activity score, 25-100; higher = stronger inhibition) at 10 µM; actives 1.2% (n = 310,000); AID 588511;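 active = ratio plate-corrected score three or more library SD toward inhibition, starting fluorescence score within five deviations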;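 also: score derived from kinetic fluorescence span divided by baseline fluorescence per well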
KCNK9 inh – human KCNK9 channel inhibition | HEK293 KCNK9, FluxOR thallium flux fluorescence; hits give low values | B-score at 10 µM | actives 1.2% (n = 310,000);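 active = ratio B-score over 3 SD below the library mean, with starting fluorescence within 5 SD of its mean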;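 also: negative B-score means less thallium flux so channel inhibition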
RGS4 act – RGS4 potentiation or activation. HEK293 M3R/inducible RGS4, carbachol calcium flux Fluo4; hits give low values. B-score at 10 µM. actives 0.92% (n = 310,000);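 active = B-score of the integrated calcium signal more than 4 SD below the library mean, with starting fluorescence not abnormally high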;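 also: negative B-score means reduced calcium response which marks RGS4 activation or potentiation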
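Detection: kinetic calcium fluorescence imaging with Fluo4-AM dye, 2 µM / Material: HEK293 cells with stable M3R and inducible RGS4 / Schedule: recording 10 s baseline at 1 Hz, 100 s post-agonist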
RGS4 inh – human RGS4 inhibition; P49798; HEK293 M3R/RGS4 inducible, Fluo-4 calcium flux; hits give high values; triggered by carbachol at its EC20; actives 0.45% (n = 310,000); B-score at 10 µM;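 active = B-score, a plate-corrected calcium signal, over three deviations above library mean, with baseline fluorescence within five deviations of library mean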;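 also: RGS4 expression induced by doxycycline in cells with stable M3 receptor; B-score is computed from the integrated fluorescence ratio over baseline after carbachol; higher B-score means a larger calcium signal and so more RGS4 inhibition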
hERG protect – hERG (human) protection from proarrhythmic block; actives 0.51% (n = 310,000); AID 1511; activation (rescue from dofetilide block), less the hit threshold, % at 10 µM; Q12809; CHO-hERG, FluxOR thallium flux, dofetilide IC70 present;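 active = activation above the mean of controls blocked by dofetilide plus 5 SD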;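 also: thallium influx through hERG after potassium depolarization seen as dye fluorescence rise; in these data hits start at about 4.7%; inactives centre near -7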
Target sequence (Q12809 whole entry, looked up): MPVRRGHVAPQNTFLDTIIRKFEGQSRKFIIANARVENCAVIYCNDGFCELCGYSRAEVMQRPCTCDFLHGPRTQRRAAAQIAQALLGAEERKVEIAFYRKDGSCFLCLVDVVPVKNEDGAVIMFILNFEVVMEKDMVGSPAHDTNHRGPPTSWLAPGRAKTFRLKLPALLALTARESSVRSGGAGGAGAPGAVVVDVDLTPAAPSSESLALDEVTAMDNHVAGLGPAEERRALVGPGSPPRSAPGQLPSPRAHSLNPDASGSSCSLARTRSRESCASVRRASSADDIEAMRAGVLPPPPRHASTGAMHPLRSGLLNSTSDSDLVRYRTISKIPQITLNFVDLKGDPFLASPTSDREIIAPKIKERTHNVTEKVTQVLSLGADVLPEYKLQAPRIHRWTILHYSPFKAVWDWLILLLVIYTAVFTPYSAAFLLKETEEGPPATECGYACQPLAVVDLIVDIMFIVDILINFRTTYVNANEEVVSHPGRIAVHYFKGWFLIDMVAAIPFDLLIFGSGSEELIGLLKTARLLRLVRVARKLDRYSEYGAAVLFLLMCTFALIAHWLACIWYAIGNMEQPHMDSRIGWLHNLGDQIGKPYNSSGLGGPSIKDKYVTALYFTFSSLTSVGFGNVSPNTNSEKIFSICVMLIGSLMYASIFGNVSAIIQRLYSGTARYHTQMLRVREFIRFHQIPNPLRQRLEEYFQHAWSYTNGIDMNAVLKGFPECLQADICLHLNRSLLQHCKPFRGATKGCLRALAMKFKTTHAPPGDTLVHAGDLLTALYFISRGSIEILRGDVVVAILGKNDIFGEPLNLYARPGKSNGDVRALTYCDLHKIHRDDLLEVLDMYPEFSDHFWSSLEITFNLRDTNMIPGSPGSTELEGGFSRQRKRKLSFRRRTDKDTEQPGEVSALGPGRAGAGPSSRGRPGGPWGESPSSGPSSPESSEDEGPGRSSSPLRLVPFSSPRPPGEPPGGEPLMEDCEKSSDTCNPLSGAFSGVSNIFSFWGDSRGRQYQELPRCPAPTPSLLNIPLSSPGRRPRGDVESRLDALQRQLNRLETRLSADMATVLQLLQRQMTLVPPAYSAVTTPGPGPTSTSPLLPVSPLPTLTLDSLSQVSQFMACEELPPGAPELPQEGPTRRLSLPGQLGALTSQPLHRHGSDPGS
TMEM16A act – activates or potentiates the mouse TMEM16A chloride channel; actives 0.3% (n = 340,000); B-score at 10 µM; HEK293 TMEM16A/YFP-H148Q/I152L, iodide quench fluorescence; hits give low values; Q8BHY3;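 active = fluorescence-ratio B-score plate-corrected deviation score at least 3 library SD below zero, with starting fluorescence score within 5 deviations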;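 also: channel opened by trigger with iodide after compound preincubation; score built on the fluorescence ratio of max minus min over baseline; more negative score means more quench and so TMEM16A activation or potentiation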
KCNQ1 inh – human KCNQ1 channel inhibition. P51787. CHO-K1 KCNQ1, FluxOR thallium flux fluorescence; hits give high values. B-score at 10 µM. actives 1.3% (n = 310,000). AID 2642;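 active = compounds whose thallium flux B-score, printed positive for inhibition, exceeds three library SD while starting fluorescence stays within three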;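 also: channel opened by potassium depolarization with thallium stimulus after 20 min compound exposure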
* = called active by the depositor; i = inactive; . = no result given.

SMILES	KCNK3 block	MrgX1 agonist	MrgX1 allo act	KCNQ1 pot	TMEM16A inh	KCNK9 inh	RGS4 act	RGS4 inh	hERG protect	TMEM16A act	KCNQ1 inh
CCCCSCCCNC(=O)CCCN1C(=O)c2ccccc2Sc2ncccc21	i	i	i	i	i	i	i	i	-3.2	i	i
CCC(Sc1nnc2c3ccccc3n(CC)c2n1)C(=O)Nc1sc2c(c1C#N)CCCC2 (configuration not stated)	i	i	i	i	i	i	i	i	-3.3	i	i
CCN(CC)c1ccc(/C=N/OCC(=O)Nc2cccc(C)c2)cc1	i	i	i	i	25*	i	i	i	-3.8	i	i
NC(=O)COC(=O)CC(c1ccccc1)c1ccccc1	i	i	i	i	i	i	i	i	-2.5	i	i
CN(C)c1ccc(S(=O)(=O)NCC(=O)OCC(=O)Nc2cccc(Cl)c2)cc1[N+](=O)[O-]	i	i	i	i	i	i	i	i	-13.3	i	i
Nc1nc2sc3c(c2c(=O)s1)CCCC3	i	i	i	i	i	i	i	i	-2.0	i	i
COc1cc(CN2CCCC(C(=O)c3ccc(SC)cc3)C2)cc(Cl)c1O (configuration not stated)	i	i	i	i	i	i	i	i	-9.8	i	i
Cc1ccc(C(CC(N)=O)c2ccco2)cc1 (configuration not stated)	i	i	i	i	i	i	i	i	-8.7	i	i
COc1ccc(-c2cc(C)no2)cc1S(=O)(=O)NCC(C)c1ccccc1 (configuration not stated)	i	i	i	i	i	i	i	i	-17.1	i	i
Cc1ccc(S(=O)(=O)/N=C2/NC(=O)/C(=C/c3ccccc3)S2)cc1	i	i	i	i	100*	i	i	i	-8.7	i	i
N#Cc1ccc(CN2CCN(C(=O)c3ccccc3)CC2)c(Cl)c1	i	i	i	i	i	i	i	i	-13.5	i	i
COc1ccc(S(=O)(=O)N2CCC(C(=O)NC(C)CCc3ccccc3)CC2)cc1 (configuration not stated)	i	i	i	i	i	i	i	i	-4.3	i	i
COc1ccc2c(C)cc(SCC(=O)NCCN3C(=O)CSC3=O)nc2c1	i	i	i	i	i	i	i	i	-5.2	i	i
CCOC(=O)C1C(c2ccc(Cl)cc2)NC(=S)NC1(O)C(F)(F)F (configuration not stated)	i	i	i	i	i	i	i	i	-5.0	i	i
COc1ccc(C(=O)NCCNC(=O)c2cnccn2)cc1	i	i	i	i	i	i	i	i	-3.0	i	i
O=C(O)CCSc1nnc(CNc2ccc(Cl)cc2)n1Cc1ccccc1	i	i	i	i	i	i	i	i	-7.8	i	i
CCN1CCN(Cc2c(O)ccc3c2O/C(=C\c2ccccc2)C3=O)CC1	i	i	i	i	i	i	-8.31*	i	-17.7	i	i
Cc1cc(C)cc(N(CC(=O)NC(C)(C)C)C(=O)CCC(=O)Nc2ccccn2)c1	i	i	i	i	i	i	i	i	-8.0	i	i
COc1cccc(C(=O)NCCS(=O)(=O)N(C)C2CCCCC2)c1	i	i	i	i	i	i	i	i	-10.0	i	i
COC(=O)[C@@H]1[C@@H](C)N(Cc2ccccc2)C(=O)N[C@H]1c1cccc(C(F)(F)F)c1	i	i	i	i	i	i	i	i	-8.4	i	i
Cc1ccc(C(=O)N2CCCCC2)cc1S(=O)(=O)N1CCCC1	i	i	i	i	i	i	i	i	-6.7	i	i
CCCc1cc(N2CCC(C(N)=O)CC2)nc(-c2ccccc2)n1	i	i	i	i	i	i	i	i	-4.4	i	i
CC(=O)c1ccc(S(=O)(=O)N2CCN(C(=O)CSC(=S)N3CCCC3)CC2)cc1	i	i	i	i	i	i	i	i	-6.0	i	i
Cc1ccc(C(=O)N2CCN(c3ccc(N4CCOCC4)nn3)CC2)cc1C	i	i	i	i	i	i	i	i	-4.1	i	i
O=C1C2CC=CCC2C(=O)N1c1n[nH]c(-c2ccccc2)n1 (configuration not stated)	i	i	i	i	i	i	i	i	-0.5	i	i
CCOC(=O)Cc1csc(NC(=O)c2c(-c3c(F)cccc3Cl)noc2C)n1	i	i	i	i	i	i	i	i	-11.7	i	i
COc1ccc(NCc2n[nH]c(=O)c3ccccc23)cc1	i	i	i	i	i	i	i	i	-4.1	i	i
C=CCOc1ccc(/C=N/NC(=O)CN2CCCCC2)cc1OC	i	i	i	i	i	i	i	i	-8.1	i	i
CCOc1nc2cnccc2n(CC(=O)Nc2c(C)cccc2CC)c1=O	i	i	i	i	i	i	i	i	-8.5	i	i
Cc1ccc(NC(=S)N(CCN(C)C)Cc2cccs2)c(C)c1	i	i	i	i	i	i	i	i	-9.3	i	i
O=C(Cn1cc([N+](=O)[O-])cn1)N1N=C(C(F)F)CC1(O)C(F)F (configuration not stated)	i	i	i	i	i	i	i	i	-17.0	i	i
CC(C)(C)c1cccc(P(=O)(c2ccccc2)c2ccccc2)c1O	i	i	i	i	i	i	i	i	-7.1	i	i
C/C(=N\NC(=O)CNC(=O)C1COc2ccccc2O1)c1ccco1 (configuration not stated)	i	i	i	i	i	i	i	i	-3.5	i	i
CS(=O)(=O)N1N=C(c2cccs2)CC1c1ccco1 (configuration not stated)	i	i	i	i	i	i	i	i	-17.9	i	i
Cc1ccccc1NC(=O)c1cc(S(=O)(=O)c2ccccc2)ccc1Cl	i	i	i	i	i	i	i	i	1.8	i	i
CNC(=S)Nc1cccc(-c2cnc3ccccc3n2)c1	i	i	i	i	i	i	i	i	-4.8	i	i
COc1ccc(-n2nnnc2S(=O)(=O)Cc2ccc(C(=O)O)cc2)cc1	i	i	i	i	i	i	i	i	-17.3	i	i
CCOC(=O)C1CCN(C(=O)CN2C(=O)c3ccccc3Sc3ncccc32)CC1	i	i	i	i	i	i	i	i	-4.0	i	i
C/C(=C\c1ccccc1)C(=O)NCCCn1ccnc1	i	i	i	i	i	i	i	i	-14.2	i	i
COc1ccccc1NS(=O)(=O)c1cccc(NC(=O)Nc2ccccc2)c1	i	i	i	i	i	i	i	i	-7.2	i	i

The final two compounds of the section before are carried over, then new ones follow.
SMILES	KCNK3 block	MrgX1 agonist	MrgX1 allo act	KCNQ1 pot	TMEM16A inh	KCNK9 inh	RGS4 act	RGS4 inh	hERG protect	TMEM16A act	KCNQ1 inh
C/C(=C\c1ccccc1)C(=O)NCCCn1ccnc1	i	i	i	i	i	i	i	i	-14.2	i	i
COc1ccccc1NS(=O)(=O)c1cccc(NC(=O)Nc2ccccc2)c1	i	i	i	i	i	i	i	i	-7.2	i	i
Cc1nc2ccc(S(=O)(=O)NCC(=O)NCCc3ccc(Cl)cc3)cc2s1	i	i	i	i	i	i	i	i	-7.8	i	i
O=C(CSCc1ccco1)NC1CCCC1	i	i	i	i	i	i	i	i	-7.9	i	i
O=C(CNC1CCCC1)Nc1ccc(S(=O)(=O)N2CCCCC2)cc1	i	i	i	i	i	i	i	i	-2.5	i	i
CC(C)CNC(=O)COC(=O)c1ccccc1SCC(=O)NCC(C)C	i	i	i	i	i	i	i	i	-8.9	i	i
CCCN1CCC(=O)N([C@H](CN=[N+]=[N-])CC(C)C)CC1	i	i	i	i	i	i	i	i	-11.0	i	i
COc1cc(NC(=O)C2CCCO2)c(OC)cc1Cl (configuration not stated)	i	i	i	i	i	i	i	i	-10.6	i	i
CCc1nc(SCc2ccc([N+](=O)[O-])cc2)n[nH]1	i	i	i	i	i	i	i	i	-10.2	i	i
C=CCOc1ccc2c(c1)c(=O)cc(C(=O)O)n2CC	i	i	i	i	i	i	i	i	-10.0	i	i
N/C(=N\OC(=O)COc1ccc(Cl)cc1)c1cccnc1	i	i	i	i	i	i	i	i	-6.1	i	i
CCNC(=S)NNC(=O)c1ccc(OC(F)F)cc1	i	i	i	i	i	i	i	i	-4.5	i	i
CNNC(=O)C(=O)NNS(=O)(=O)c1ccccc1	i	i	i	i	i	i	i	i	-1.4	i	i
COc1ccc(/C=N/NC(=O)C(C)n2nnc3ccccc32)cc1OC (configuration not stated)	i	i	i	i	i	i	i	i	-11.1	i	i
O=C(Cc1n[nH]c(=O)c2ccccc12)Nc1cccc(S(=O)(=O)N2CCCC2)c1	i	i	i	i	i	i	i	i	-14.2	i	i
CC1Cc2ccccc2N1S(=O)(=O)c1cccc(C(=O)N2CC(=O)Nc3ccccc32)c1 (configuration not stated)	i	i	i	i	i	i	i	i	-7.7	i	i
CCN(CC)CC(=O)NC1CCCc2c1cnn2-c1cc(F)cc(F)c1 (configuration not stated)	i	i	i	i	i	i	i	i	-3.1	i	i
Cc1c(C2(O)C(=O)Nc3ccc(F)cc32)c(=O)n(-c2ccccc2)n1C (configuration not stated)	i	i	i	i	i	i	i	i	-13.7	i	i
C=CCOC(=O)c1sc(NC(=O)c2ccc(OC)cc2)nc1C	i	i	i	i	i	i	i	i	-12.7	i	i
O=C(CN1CCCCC1)Nc1ccccc1	i	i	i	i	i	i	i	i	-9.8	i	i
CCOC(=O)c1sc(NC(=O)CC)c(C#N)c1C	i	i	i	i	i	i	i	i	-9.6	i	i
Cc1nnc(SCc2ccccc2)n1CC1CCCO1 (configuration not stated)	i	i	i	i	i	i	i	i	-6.4	i	i
O=c1[nH]nc(C(F)(F)F)c2nnn(Cc3ccccc3Cl)c12	i	i	i	i	i	i	i	i	-1.1	.	i
CC1CCCCN1C(=O)c1ccc(Br)o1 (configuration not stated)	i	i	i	i	i	i	i	i	-6.7	i	i
CC(C)(C)n1nc(-c2ccc(Cl)cc2)c2c(N)ncnc21	i	i	i	i	i	i	i	i	-12.6	i	i
Cc1ccc2nc(SCC(=O)N(CC(C)C)c3c(N)n(Cc4ccccc4)c(=O)[nH]c3=O)[nH]c2c1	i	i	i	i	i	i	i	i	-8.5	i	i
O=C(NC1=NCCS1)c1cccc(F)c1	i	i	i	i	i	i	i	i	-1.9	i	i
CC(C)c1ccc(/C=C(\c2nc3ccccc3[nH]2)S(=O)(=O)c2ccccc2)cc1	i	i	i	i	i	i	i	i	-4.5	i	i
CC1(C)C2CCC1(C)C1(C2)NC(=O)c2ccccc2O1 (configuration not stated)	i	i	i	i	i	i	i	i	-6.7	i	i
CCCCCOC(=O)Cn1c(N2CCCCCC2)nc2c1c(=O)[nH]c(=O)n2C	i	i	i	i	i	i	i	i	-3.5	.	i
